Source: PubChem
DNMT1 block: blocks human DNA methyltransferase DNMT1; P26358; DNMT1 molecular beacon, Hinp1I cleavage, fluorescence; inhibition (reported as % activation of signal), % at 10 µM; actives 0.83% (n = 360,000); in the data active means inhibition above about 50%
SUMO1-SIM PPI: alters human SUMO1 binding to SIM partners; SUMO1 binding to a labelled peptide, TR-FRET, 1 h; inhibition, % at 20 µM; actives 0.33% (n = 360,000); AID 602429; in the data active means inhibition above about 37%
Target sequence (P63165 whole entry, looked up): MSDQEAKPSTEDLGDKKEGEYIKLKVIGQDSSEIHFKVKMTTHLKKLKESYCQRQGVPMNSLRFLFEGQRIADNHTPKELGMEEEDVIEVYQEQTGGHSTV
LMPTP inh: blocks human LMPTP phosphatase; AID 651560; P24666; recombinant LMPTP-A, OMFP fluorogenic substrate, fluorescence intensity; actives 0.22% (n = 360,000); inhibition, % at 20 µM;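 active means compounds that cut the enzyme signal by at least half of the control window in the single-dose screen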;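 further: plate controls were DMSO wells with enzyme plus substrate for no effect and substrate without enzyme for full effect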
Target sequence (P24666 whole entry, looked up): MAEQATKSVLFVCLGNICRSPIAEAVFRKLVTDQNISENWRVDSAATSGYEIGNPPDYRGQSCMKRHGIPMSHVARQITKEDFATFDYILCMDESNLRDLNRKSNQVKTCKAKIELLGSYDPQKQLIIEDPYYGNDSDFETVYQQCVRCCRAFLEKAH
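Material: LMPTP-A; amount: 0.625 nM enzyme; doses: single 20 µM dose; times: reaction 50 min, room temperature, dark; technique: fluorescence intensity of OMFP turnover product; benchmarks: no-enzyme and uninhibited controls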
STEP inh: inhibitors of human striatal-enriched phosphatase STEP; P54829; recombinant STEP, OMFP fluorogenic substrate, fluorescence; inhibition, % at 20 µM; actives 0.25% (n = 360,000); AID 588621;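 active means inhibition at 20 µM, scaled per plate between control wells, above about 37%, limit read from the data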;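 further: 0% = DMSO with enzyme and substrate and 100% = substrate only without enzyme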
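Material: STEP (striatal-enriched tyrosine phosphatase) enzyme, cell-free; Compound dosing: 20 µM single dose in 1% DMSO; Technique: fluorescence read at 480 nm ex / 540 nm em; Times: reaction 20 min, ambient temperature; Medium: 50 mM Bis-Tris pH 6.0 with 2.5 mM DTT and 0.005% Tween 20; Also added: OMFP at 25 µM.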
MT1-MMP act inh: blocks activation of human MT1-MMP; HT1080 RFP-PRO-GFP cells, GFP/RFP ratio fluorescence, overnight; percent of plate control window, DMSO zero; actives 0.061% (n = 360,000); AID 651647; P50281; GFP/RFP ratio change, % at 20 µM;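 active means GFP/RFP ratio change of at least 30% with cell ATP level not reduced by more than half and red fluorescence within 50% of control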; further: strong numbers were not always called active
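Material: RFP-PRO-GFP reporter HT1080 cells. Dosing: single-point 20 µM compound, 1% DMSO. Controls: DMSO and RFP-L50D-GFP cell wells. Timing: cells overnight before dosing, compound overnight, 37 °C, 5% CO2. Measure: GFP/RFP fluorescence ratio.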
SKN-1 block: blocks SKN-1 activity in C. elegans; C. elegans VP596 Pgst-4::GFP/RFP ratio, acrylamide-induced, 24 h; inhibition, % at 21.8 µM; AID 624304; actives 0.49% (n = 360,000);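 active means interference check ratio from 0.5 to 1.5 plus GFP to RFP signal ratio inhibition reaching or exceeding a fixed threshold, cut at about 30% in these data, passing the limit was not always enough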; further: some compounds called inactive have numbers as strong as hits
CendR NRP1 mod: NRP-1/CendR interaction modulation; O14786; FAM-RPARPAR peptide binding to NRP-1, fluorescence polarization; inhibition, % at 25 µM; actives 0.85% (n = 360,000);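 active means inhibition or corrected inhibition above about 18%, plus a signal ratio from 0.5 to 1.5, limit read from the data, passing the limit was not always enough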; further: strong numbers were not always called active
Rpn11 inh: inhibitors of human proteasome Rpn11. calls only at 20 µM. AID 588493. O00487. actives 0.59% (n = 360,000). human 26S proteasome, Ub4-pepOG fluorescence polarization; 20S core pre-blocked with epoxomicin;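 active means inhibition at 20 µM, scaled to each plate's controls, above about 33%, limit read from the data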
Target sequence (O00487 whole entry, looked up): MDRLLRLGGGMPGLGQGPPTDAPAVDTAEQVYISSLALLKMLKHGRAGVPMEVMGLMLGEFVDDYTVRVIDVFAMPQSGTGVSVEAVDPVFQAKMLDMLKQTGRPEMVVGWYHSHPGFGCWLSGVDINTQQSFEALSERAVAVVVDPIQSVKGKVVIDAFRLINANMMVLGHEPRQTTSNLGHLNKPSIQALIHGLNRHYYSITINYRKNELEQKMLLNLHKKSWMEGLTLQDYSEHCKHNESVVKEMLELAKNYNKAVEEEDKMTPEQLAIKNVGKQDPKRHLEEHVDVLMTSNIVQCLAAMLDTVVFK
NadD block: blocks S. aureus nicotinate mononucleotide adenylyltransferase; purified NadD enzyme, colorimetric absorbance read-out; inhibition, % at 20 µM; actives 0.78% (n = 360,000); in the data active means inhibition above about 26%; further: some compounds past the cut are filed as inactive
Scp-1 inhibitor: blocks human Scp-1 phosphatase activity. actives 0.88% (n = 340,000). AID 493091. inhibition, % at 20 µM. Recombinant Scp1, phosphopeptide, malachite green phosphate absorbance. Q9GZU7;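 active means inhibition above about 50% at 20 µM, limit read from the data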;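 further: plate controls were DMSO wells with enzyme for no effect and wells lacking enzyme for full effect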
Target sequence (Q9GZU7 76-261 limits assumed): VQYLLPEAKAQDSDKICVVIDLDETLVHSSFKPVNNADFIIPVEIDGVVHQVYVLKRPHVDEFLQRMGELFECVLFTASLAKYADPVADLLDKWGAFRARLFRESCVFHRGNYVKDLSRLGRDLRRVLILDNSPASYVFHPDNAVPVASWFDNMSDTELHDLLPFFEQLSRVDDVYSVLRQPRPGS
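Test system: SCP-1 phosphatase catalytic domain, residues 76-261; measured by: colorimetric phosphate reagent with accelerator and stabiliser, absorbance at 630 nm; timing: enzyme reaction 45 min at room temperature, colour 5 min, stabilisation 30 min; also added: Phosphorylated 17-residue peptide substrate; compound dosing: one concentration, 20 µM, with 1.0% DMSO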
Numbers without * were called inactive; i = inactive; . = not tested or not shown; + = active, no number.

Sample of the layout (3 entries):
SMILES,DNMT1 block,SUMO1-SIM PPI,LMPTP inh,STEP inh,MT1-MMP act inh,SKN-1 block,CendR NRP1 mod,Rpn11 inh,NadD block,Scp-1 inhibitor
N=C(N)SCCc1cnc[nH]1,2,0,-4.0,0,5,-2,-1,i,1,14
C/C(=N\NS(=O)(=O)c1ccc([N+](=O)[O-])cc1)c1cccs1,4,-16,-1.1,-3,-5,0,10,i,-3,-1
FC(F)(F)c1nnc2c(Sc3ccc(Cl)cc3)nc3ccccc3n12,6,-2,-0.9,0,2,1,7,i,4,-2

This part in full (from the top)
SMILES,DNMT1 block,SUMO1-SIM PPI,LMPTP inh,STEP inh,MT1-MMP act inh,SKN-1 block,CendR NRP1 mod,Rpn11 inh,NadD block,Scp-1 inhibitor
N=C(N)SCCc1cnc[nH]1,2,0,-4.0,0,5,-2,-1,i,1,14
C/C(=N\NS(=O)(=O)c1ccc([N+](=O)[O-])cc1)c1cccs1,4,-16,-1.1,-3,-5,0,10,i,-3,-1
FC(F)(F)c1nnc2c(Sc3ccc(Cl)cc3)nc3ccccc3n12,6,-2,-0.9,0,2,1,7,i,4,-2
O=C(N/N=C/c1cccc(OCc2ccccc2)c1)c1ccc(Br)cc1,18,-1,0.6,0,-3,2,-15,i,6,-8
Cc1cccc(C(=O)NCC(=O)NC2CCN(Cc3ccccc3)CC2)c1,-1,1,-0.6,2,0,5,-4,i,-6,-11
CCCCNC(=O)C1(C)CCCCN1C(=O)c1ccc2sccc2c1 (stereo not drawn),-2,0,-0.3,-3,-3,13,6,i,2,.
O=S(=O)(c1ccc(Cl)cc1)N1CCc2ccccc21,1,-3,0.8,-1,-5,69,-227,+,-11,-11
O=C1NC(=O)/C(=C/c2ccccc2Oc2ccc(Cl)cc2)S1,11,-4,0.7,-5,-4,10,-10,i,5,-5
Nc1ccn([C@@H]2O[C@H](CNC(=O)[C@@H](Cc3cccnc3)NC=O)[C@@H](O)[C@H]2O)c(=O)n1,1,1,0.5,0,-1,-2,-4,i,-1,.
C=CCN=C1NN=C(c2ccc3c(c2)OCCO3)CS1,-14,-7,1.9,0,4,4,0,i,22,1
NS(=O)(=O)c1ccc(NC(=O)COC(=O)Cn2cnc3ccccc3c2=O)cc1,-1,0,-1.3,-1,-2,-12,0,i,1,1
Cc1ccc(S(=O)(=O)Nc2cc3c4c(c2)C(C)C(=O)N4CCC3)cc1 (stereo not drawn),0,-2,2.2,4,5,14,-6,i,3,0
CCOc1ccc(NS(=O)(=O)c2ccc3[nH]cc(C(=O)NCC4CCCO4)c(=O)c3c2)cc1 (stereo not drawn),2,4,-0.7,1,2,14,.,i,-1,4
CN1CCN(c2ccncc2S(=O)(=O)N2CCCCC2)CC1,1,-1,-2.1,0,-12,19,17,i,1,-9
CC(=O)c1c(C)[nH]c(C(=O)N2c3ccccc3CC2C)c1C (stereo not drawn),-2,3,0.5,4,3,12,6,i,-2,-10
CCN(CC)S(=O)(=O)c1cccc(NC(=O)CCNC(=O)c2ccc([N+](=O)[O-])cc2)c1,-1,-18,-0.7,2,-2,-11,-5,i,-3,-1
COCc1c(C(=O)NCCc2ccc(OC(F)F)cc2)oc2ccccc12,-1,6,0.6,-5,1,-6,-5,i,-3,-7
CC[N+]1(CC)CC2=Cc3c(ccc4ccccc34)C(C)C2C1 (stereo not drawn),0,-16,-0.3,2,3,15,11,i,-10,0
O=C(NC1CCCC1)C(c1ccc(F)cc1)N(Cc1ccc(F)cc1)C(=O)c1ccn[nH]1 (stereo not drawn),2,1,-0.3,1,0,-1,8,i,2,-6
O=C(Cc1ccc(F)cc1)NC1CCS(=O)(=O)C1 (stereo not drawn),0,2,-1.1,1,-4,11,-4,i,-2,-6
CC(O)C(NS(=O)(=O)c1ccc(Cl)cc1)C(=O)OCC(=O)c1ccc2c(c1)NC(=O)CO2 (stereo not drawn),1,3,14,0,3,5,-19,i,-2,-9
CCOC(=O)c1sc(NC(=S)NC(=O)C2CCCC2)cc1C,-1,-3,2.1,-4,1,6,1,i,-9,-8
COc1ccccc1C(=O)NNC(=S)NC(=O)c1cccs1,-1,7,20,7,7,5,-3,i,2,.
O=C(Nc1ccccc1C(=O)Nc1ccc(Br)cn1)c1ccccc1Cl,-2,0,0.4,3,-4,23,3,i,-6,0
O=C1CSC(c2cccc(Cl)c2Cl)N1c1ccccn1 (stereo not drawn),-1,3,0.3,-3,4,5,8,i,-3,1
O=C(C[C@@H]1C/C=C\CC[C@@H](Cc2ccc(F)cc2)C(=O)OC[C@@H]2CCCN2C1=O)N[C@H](CO)Cc1ccccc1,-5,3,0.4,0,-1,-13,6,i,-5,12
Cc1cccnc1NCC(O)COc1ccccc1 (stereo not drawn),-1,-2,0.2,2,-7,-15,10,i,-3,0
CCc1ccc(CN(Cc2cccnc2)C(=O)/C=C/c2ccc(OC)cc2)cc1,57*,-27,2.8,-1,-1,14,-158,.,17,10
CC(C)Sc1nnc(NC(=O)c2ccco2)s1,2,5,-1.6,0,1,5,0,i,-4,0
CCn1cc(CN(C)S(=O)(=O)c2cccc([N+](=O)[O-])c2)cn1,-1,-19,-1.3,-1,1,4,4,i,-3,1
CCOC(=O)C1C(=O)NC(N2CCCCC2)=NC1c1ccco1 (stereo not drawn),5,-1,-0.1,-4,.,-4,4,i,12,-6
CCOc1ccc(CN(C)C(=O)c2ccc(NC(=O)CC3SC(N4CCCC4)=NC3=O)cc2)cc1 (stereo not drawn),2,-3,-0.9,-2,3,-16,0,i,0,-1
COc1ccc([C@H]2C[C@H](O)[C@@H](n3cc(-c4ccc(F)cc4)nn3)CN2CC2CCCCC2)cc1,-13,6,-1.1,-2,5,16,-6,i,3,.
COc1cc(OC)cc(C(=O)Nn2c(C)nc3ccccc3c2=O)c1,2,1,0.2,-2,1,15,-4,i,-2,-3
Cc1nnc(SCc2ccc(F)cc2Cl)s1,-1,0,-1.6,-2,-3,8,6,i,-6,-4
Cc1cc(NC(=O)c2ccccc2[N+](=O)[O-])ccc1Br,-7,-2,0.9,-2,3,3,11,i,-4,7
N#Cc1cc([N+](=O)[O-])ccc1NCCc1ccccn1,2,-26,-1.0,-2,1,25,10,i,1,1
Cc1ccc(OCC(=O)NC(C)c2ccc(Cl)c(Cl)c2)c([N+](=O)[O-])n1 (stereo not drawn),1,-23,0.8,0,0,-1,11,i,-8,-8
CSc1ccccc1NC(=O)CN(C)Cc1cc(=O)n2ccsc2n1,1,-2,-1.0,4,-4,-1,-13,i,0,5
Cc1cc(=O)n2[nH]c(NCc3ccccc3F)nc2n1,-2,4,0.0,0,8,5,7,i,-4,-3
CCN(CC)C(=O)C1CC(c2ccc(OC)cc2)=NO1 (stereo not drawn),1,1,0.6,0,0,3,9,i,-2,-9
CCOC(=O)c1c(CSc2ccccc2)oc2ccc(O)cc12,-3,3,1.1,-2,0,6,-8,i,-10,-15
COc1cccc2c1C(=O)C[C@]1(CCCC[C@@H]1C)O2,1,0,0.6,0,5,3,12,i,-6,-3
COc1ccc(-c2csc3nc(C)nc(N4CCN(c5ccc(C(C)=O)cc5)CC4)c23)cc1OC,-4,1,1.7,0,-6,-2,-1,i,0,-7
COc1ccccc1NC(=O)CCc1nc(-c2ccccc2F)no1,3,3,0.3,1,3,12,-13,i,-1,-7

Two records drawn at random from the list so far, as already listed:
SMILES,DNMT1 block,SUMO1-SIM PPI,LMPTP inh,STEP inh,MT1-MMP act inh,SKN-1 block,CendR NRP1 mod,Rpn11 inh,NadD block,Scp-1 inhibitor
CCOC(=O)c1sc(NC(=S)NC(=O)C2CCCC2)cc1C,-1,-3,2.1,-4,1,6,1,i,-9,-8
COc1ccccc1C(=O)NNC(=S)NC(=O)c1cccs1,-1,7,20,7,7,5,-3,i,2,.

Continuation:
SMILES,DNMT1 block,SUMO1-SIM PPI,LMPTP inh,STEP inh,MT1-MMP act inh,SKN-1 block,CendR NRP1 mod,Rpn11 inh,NadD block,Scp-1 inhibitor
COc1ccc(-c2nc3nc(C)cc(C)n3n2)cc1,2,2,-0.6,-2,-7,16,11,i,0,-2
O=C(CSc1nnc(-c2cccnc2)o1)Nc1ccccc1Br,-4,4,-0.2,1,-1,9,0,i,0,-2
N#CC1=C(Nc2ccc(Br)cc2)CCC1,-4,-5,0.3,-3,-1,-14,-5,i,-4,1
COCCCNC(=O)CC(NS(=O)(=O)c1ccc(C)cc1)c1ccc(OC)cc1 (stereo not drawn),2,-3,-0.4,-2,2,1,-3,i,0,0
COc1ccc(C=O)cc1CN1CCCN(Cc2ccc(Cl)cc2)S1(=O)=O,-6,1,2.3,1,3,8,-2,i,-3,-11
C[C@@H](CO)NC(=O)[C@H]1O[C@@H](n2ccc(=O)[nH]c2=O)[C@H](O)[C@@H]1O,11,5,-2.0,0,2,6,9,i,-3,.
CCOc1ccc(-n2ccnc(SCC(=O)Nc3ccc(OC)cc3OC)c2=O)cc1,-7,-26,1.4,1,-5,14,-3,i,-3,-15
COc1cc(OC)c(NC(=O)c2csc(C)c2)cc1Cl,4,3,0.2,-1,-2,9,8,i,-5,-31
COc1ccc(CCNc2ccc(S(=O)(=O)N3CCCC3)cc2[N+](=O)[O-])cc1,-5,-18,1.1,1,0,1,-15,i,-13,-13
O=C(NCc1nc2ccccc2[nH]1)C1=C[C@H](c2ccc3c(c2)OCO3)C[C@H](OCc2ccc(CO)cc2)O1,-10,4,0.3,0,1,16,-4,i,16,1
COC(=O)Cc1c(CSc2ccccc2)oc2ccc(O)c(CN(C)C)c12,-10,1,1.3,0,5,18,5,i,-8,-9
CC(C)COC(=O)NCCOC(=O)Nc1cccc(Cl)c1,-3,0,0.2,-9,0,-5,-2,i,-9,-4
O=C(OCC(=O)N1c2ccccc2Sc2ccccc21)C1CC(=O)N(Cc2ccco2)C1 (stereo not drawn),-1,0,-0.3,0,-1,5,-10,i,-5,-6
O=C(Cc1cccs1)N/N=C\c1ccc(O)cc1,-3,-6,-1.3,-2,4,-2,-3,i,-1,-4
C=CCNC(=S)N/N=C/c1ccc(-c2ccc(OC)cc2)o1,-8,-9,1.5,2,-9,5,4,i,2,2
